# Screening data: PubChem BioAssay, several laboratories
# MgcRacGAP inhibition: MgcRacGAP GTPase-activating activity inhibitors, confirmation, biochemical, ADP Hunter fluorescence; MgcRacGAP-stimulated Rac1 GTP hydrolysis, ADP Hunter fluorescence; higher % means a stronger effect; GST-tagged Rac1 F28L mutant substrate; one-dose inhibition, % at 30 µM; IC50 in µM for titrated hits; 0.6% of 340,000 active;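 active = first-screen hits whose inhibition reached a set limit at any dose in the follow-up dose series; inconclusive = inhibition above the set first-screen limit but never retested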;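 also: fluorescence reports GDP produced by GAP-driven GTP hydrolysis; strong numbers were not always called active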
# NTR1 agonist: NTR1-driven beta-arrestin-GFP spot formation – imaging, U2OS cells, high content, primary screen (AID 493036); P30989; agonist mode; activation, % at 20 µM; 0.17% of 330,000 active;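 active = activation at or above 40% of the spot to cytoplasm intensity ratio, with at least 20 cells analyzed; inconclusive = wells under 20 cells, flagged as cytotoxic or low count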;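 also: 0% = DMSO without peptide and 100% = 100 nM NTR1 peptide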
# Target sequence (P30989 whole entry, looked up): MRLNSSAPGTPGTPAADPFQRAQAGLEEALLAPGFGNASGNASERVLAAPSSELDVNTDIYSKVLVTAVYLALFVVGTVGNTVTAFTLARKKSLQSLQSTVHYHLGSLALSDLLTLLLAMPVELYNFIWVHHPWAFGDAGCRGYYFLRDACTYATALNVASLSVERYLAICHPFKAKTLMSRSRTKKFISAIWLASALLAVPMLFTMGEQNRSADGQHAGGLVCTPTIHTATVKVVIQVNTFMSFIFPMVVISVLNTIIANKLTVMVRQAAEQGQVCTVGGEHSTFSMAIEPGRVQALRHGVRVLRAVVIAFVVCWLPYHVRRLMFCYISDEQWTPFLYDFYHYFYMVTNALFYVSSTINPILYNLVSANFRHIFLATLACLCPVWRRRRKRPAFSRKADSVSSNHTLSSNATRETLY
# T cell modulator: T cell immune modulators affecting CD8 T cell-vesicle binding | 2C CD8+ T cell-vesicle binding, flow cytometry; stronger effect = lower value | calls only at 7 µM | 0.068% of 330,000 active | AID 2052;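 active = response, share of CD8 T cells binding vesicles, and their 90th percentile fluorescence all below set limits, cut at about 80% in these data, passing the limit was not always enough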
#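 Material: 2C TCR transgenic mouse naive CD8+ T cells, MACS-purified. Also added: QL9-charged Drosophila Ld/ICAM-1/B7-1 vesicles. Timing: binding 1.5 h at 37 °C. Measured by: high-throughput flow cytometry with anti-B7-1 and anti-CD8 staining. Read-out: percent CD8+ FL2 mean versus row control. Controls: Unloaded micro-vesicles (low), QL9 vesicles with 0.7% DMSO (high).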
# K1F lysis inhibition: protection from phage-mediated lysis, alamar blue read-out – E. coli UTI89, K1F phage, bacterial capsule biogenesis inhibitors (AID 488966). 0.02% of 340,000 active. E. coli UTI89 K1F phage lysis, alamar blue, 2 h; higher % means a stronger effect. inhibition, % at 100 µM; hits with a dose series show IC50 in µM;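 active = phage lysis inhibition, versus mean bacterial control, above a set limit; inconclusive = no clear call, values can overlap the other calls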;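 also: capsule biogenesis inhibitors block K1F phage lysis so surviving cells raise fluorescence; higher fluorescence means more inhibition of phage lysis; actives were called in the ten point dose series up to 300 µM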
# Myeloid diff MLP: compounds promoting myeloid differentiation | ER-HoxA9 myeloid progenitors, lysozyme-GFP differentiation, flow cytometry | calls only at 10 µM | 1% of 360,000 active | AID 624256;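 active = normalized GFP-positive differentiation at or above the plate's own cutoff, the solvent-only control mean plus 3 SD; inconclusive = no clear call, values can overlap the other calls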;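 also: cells exposed to compound for four days before flow analysis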
# TNAP activation fold: stimulation of alkaline phosphatase TNAP activity – biochemical, luminescent, no phosphate acceptor, uHTS, primary screen (AID 1001); purified TNAP, luminescent activation assay, no phosphate acceptor; higher activation fold means a stronger effect; activation fold at 20 µM, or EC50 in µM where a hit was titrated; 0.03% of 200,000 active; in the data active = activation fold from about 3, or a potency from the dose series; inactive = the rest, 99 in 100 with activation fold below about 1.6; also: many of its hits are not listed in these tables
# PhoP inhibition: inhibitors of PhoP regulon expression, primary screen, Salmonella Typhimurium, GFP reporter (AID 1863) | S. Typhimurium PhoP-regulated promoter GFP reporter, 4 h; higher % means a stronger effect | inhibition, % at 50 µM, or IC50 in µM where a hit was titrated | 0.16% of 300,000 active;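 active = inhibition over 29.93%, a cutoff 3 SD above the screen mean, later confirmed by dose response; inconclusive = inhibition over 29.93% but no dose response follow-up; inactive = inhibition at most 29.93% or unconfirmed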;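 also: 0% = low Mg2+ inducing control and 100% = high Mg2+ repressing control; strong numbers were not always called active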
# RSV antiviral HEp-2: RSV antiviral activity via CPE protection, HEp-2 cells, primary 10 µM value included (AID 2391); 0.13% of 310,000 active; one-dose CPE inhibition, % at 10 µM; IC50 in µM for titrated hits; HEp-2 cells, RSV-induced CPE inhibition; higher % means a stronger effect; in the data active = a potency from the dose series; inconclusive = CPE inhibition mostly from about 23% at the one dose, without a potency; inactive = the rest, 99 in 100 with CPE inhibition below about 21%; also: strong numbers were not always called active
# Large T inhibition: SV40 large T antigen inhibitors, biochemical (AID 1903); SV40 large T antigen ATPase/helicase inhibition assay; higher % means a stronger effect; one-dose inhibition, % at 20 µM; IC50 in µM for titrated hits; 0.39% of 310,000 active; in the data active = a potency from the dose series; inconclusive = inhibition mostly from about 32% at the one dose, without a potency; inactive = the rest, 99 in 100 with inhibition below about 32%; also: strong numbers were not always called active
# T cell modulator vesicle-bound %: second read-out of T cell modulator, no call of its own (marks repeat the call); double positive events, %; measured here: CD8+ vesicle-bound cell fraction;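 binding gate set so that unloaded-vesicle control wells show 10% double positive cells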
# NTR1 agonist cell count 20 µM: also measured in NTR1 agonist; calls as there; cell count; measured here: cell count, cytotoxicity flag
# Myeloid diff MLP GFP+ MAC1+ %: also measured in Myeloid diff MLP; calls as there; GFP+ MAC1+ double positive, %; measured here: differentiation confirmed by MAC1 staining
# * hit, by the source's call; i = inactive; ? = inconclusive; . = no result given; [ ] = remark or other dose.
item	mol	MgcRacGAP inhibition	NTR1 agonist	NTR1 agonist cell count 20 µM	T cell modulator	T cell modulator vesicle-bound %	K1F lysis inhibition	Myeloid diff MLP	Myeloid diff MLP GFP+ MAC1+ %	TNAP activation fold	PhoP inhibition	RSV antiviral HEp-2	Large T inhibition
1	CC1(C)CC(=O)C2=C(C1)c1c(ccc3ccccc13)NC2c1ccco1 (centres undefined)	8%	6.3	62	i	27	6.8%	i	8.9	1.1	-4%	?	8%
2	Cc1ccc(NC(=O)c2ccc(NCCN)c([N+](=O)[O-])c2)cc1	9%	6.1	76	i	47	?	i	0.7	0.9	-18%	6.6%	5%
3	CN(c1ccc(C(=O)Nc2ccccc2C(F)(F)F)cc1)S(C)(=O)=O	6%	1.2	76	i	46	0.8%	i	1.0	1.1	3%	5.6%	4%
4	O=C(CCNS(=O)(=O)c1ccc(OC(F)(F)F)cc1)NC1CC1	4%	3.8	60	i	34	-1.6%	i	1.1	.	.	.	.
5	COc1ccc(NC(=O)c2c(NC(=O)CNCc3ccco3)sc3c2CCC3)c(OC)c1	12%	2.0	47	i	17	0.9%	i	0.3	1.2	-1%	1.8%	.
6	Cn1cc([N+](=O)[O-])c(C(=O)N2CCN(Cc3ccc4c(c3)OCO4)CC2)n1	-3%	1.1	50	i	7	0.5%[50 µM]	i	1.1	.	8%	0.4%	-3%
7	c1ccc2c(c1)N1CCN=C1N2CCN1CCCCC1	7%	-0.9	47	i	25	-0.6%	i	0.3	1.1	6%	-0.3%	-3%
8	CCCOc1ccc2cc(C(=O)NCc3ccccc3)c(=O)oc2c1	5%	0.8	47	i	31	0.0%	i	0.4	.	-2%	4.1%	10%
9	COc1ccc(N=Cc2nc(-c3ccccc3)oc2OC(C)=O)cc1	16%	2.9	44	i	13	0.0%	i	0.5	.	-12%	0.4%	89%
10	COc1ccc(N(C(=O)/C=C/c2ccccc2)C2=CC3CCC(C2)N3C)cc1 (centres undefined)	2%	3.0	53	i	54	0.2%	i	0.8	.	2%	-3.0%	1%
11	C#CCOCCOCCOCCNc1nc(N2CCN(C(=O)[C@H](CCCCN)n3cc([C@@H](N)CO)nn3)CC2)nc(N2CCN(C(=O)[C@H](Cc3cc4ccccc4[nH]3)n3cc([C@@H](N)CO)nn3)CC2)n1	.	4.2	63	i	53	.	.	.	.	-2%	1.1%	19%
12	Cc1nc2c(C(=O)N3CCN(C)CC3)cnn2c(C)c1Cc1ccc(Cl)cc1	0%	-1.3	73	i	50	0.4%	i	7.6	1	2%	0.6%	0%
13	COc1cc(OC)cc(C(=O)Nc2ccn(C)n2)c1	3%	0.3	53	i	31	0.8%[50 µM]	i	1.2	.	.	3.4%	.
14	O=C(/C=C\c1ccccc1)NCC(=O)N/N=C/c1ccc(O)cc1O	?	66*	58*	i	42	1.1%	i	4.1	.	10%	1.6%	23%
15	CCc1ccc(N2C(=O)C3ON(c4ccccc4)C(c4ccco4)C3C2=O)cc1 (centres undefined)	0%	0.2	56	i	44	0.3%	i	0.3	1	-3%	0.0%	10%
16	C=CCOC(=O)c1sc(NC(=O)c2ccco2)nc1C	2%	1.0	76	i	54	0.5%	i	0.6	1	-6%	-0.1%	-1%
17	O=C(N/N=C/C=C/c1ccco1)c1cccc([N+](=O)[O-])c1	3%	-0.3	59	i	32	1.1%	i	0.8	1	-15%	1.5%	13%
18	COc1ccccc1N(CC(=O)NCCC1=CCCCC1)S(=O)(=O)c1ccccc1	3%	5.1	48	i	48	-0.7%	i	0.0	1.1	4%	9.0%	3%
19	COc1ccc(/C=C2/C(=O)N(c3ccccc3)N=C2C)cc1Br	2%	1.8	92	i	33	0.0%	i	0.8	.	-2%	1.2%	?
20	Cc1cccc(C(=O)N2CCN(S(=O)(=O)N3CCCCCC3)CC2)c1	7%	0.2	50	i	20	0.1%	i	0.0	.	0%	2.9%	10%
21	COc1ccc(Br)cc1/C=N/NC(=O)CNC(=O)/C=C/c1ccccc1	-2%	37	52	i	42	1.7%	i	2.2	1	-2%	1.8%	2%
22	Cc1ccc(-c2nc(-c3ccccc3)no2)c(Cl)c1	1%	-1.1	99	i	46	0.2%	i	2.6	1.1	-3%	2.8%	-3%
23	CCN(CC)CCN1C(=O)C2C(C(=O)Nc3ccc(C(C)C)cc3)C3C=CC2(O3)C1C(=O)NC1CCCCC1 (centres undefined)	6%	-0.5	43	i	47	0.2%	i	0.7	.	-2%	0.0%	5%
24	COc1ccccc1NC(=O)c1ccc2nsnc2c1	4%	0.1	61	i	23	0.5%	i	0.5	.	-3%	0.9%	6%
25	Cc1scc(C(=O)N/N=C/c2ccc([N+](=O)[O-])o2)c1C	8%	-0.6	46	i	15	0.0%	i	2.8	.	110µM*	0.5%	9%
26	COc1cc(OC)c(C(=O)OCC(=O)c2ccc3c(c2)NC(=O)CO3)cc1OC	5%	0.9	54	i	34	0.5%[50 µM]	i	0.2	.	.	.	.
27	CCOC(=O)CNC(=O)c1cn(CC)c(=O)c2cc(OC)c(OC)cc12	11%	0.2	88	i	16	-0.1%	i	0.2	1	7%	2.1%	0%
28	CC(=O)N1CCN(S(=O)(=O)c2c(F)cc(F)c(Cl)c2F)CC1	3%	2.4	65	i	68	0.5%	i	0.8	0.9	-1%	-1.6%	5%
29	Cc1ccc2c(c1)CC1(CN2C)C(=O)OC(C)(C)OC1=O	16%	3.0	82	.	.	5.8%	i	7.9	1	-5%	.	26%
30	COc1ccc(OCC(=O)NNC(=O)C(=O)N2CCCC2)cc1	9%	0.4	72	i	2	0.8%[50 µM]	i	0.5	1.5	12%	1.1%	9%
31	COCCn1c(SCC(=O)Nc2cc(C)on2)nnc1-c1ccco1	2%	-1.4	81	i	34	5.0%	i	0.6	1	-12%	1.2%	10%
32	O=C(COC(=O)c1ccccc1F)NNC(=O)c1ccccc1	7%	0.0	52	i	51	0.3%[50 µM]	i	1.1	.	-8%	1.5%	20%
33	Cc1ccc(N2CC(C(=O)NCc3ccccn3)CC2=O)cc1 (centres undefined)	4%	1.9	47	i	42	0.3%	i	0.7	1.1	7%	0.3%	7%
34	O=C1c2cccc(O)c2C(=O)c2c(O)cc(CO)cc21	.	1.5	94	i	22	.	.	.	.	-2%	.	5%
35	O=c1[nH]c2cccc(Cl)c2n(CCNc2ncc(C(F)(F)F)cc2Cl)c1=O	7%	6.0	64	i	14	-0.6%	i	0.1	1	-13%	12%	2%
36	CN(C)S(=O)(=O)c1ccccc1N=C=S	9%	0.0	74	.	.	0.3%	i	0.7	.	-4%	.	2%
37	COc1ccc(N(CC(=O)Nc2cccc(N(C)S(C)(=O)=O)c2)S(=O)(=O)c2ccccc2)cc1Cl	7%	0.8	60	i	58	0.5%	i	0.6	1.4	-5%	15%	8%
38	Cc1nc2ccccc2n1CCOc1ccc([N+](=O)[O-])cc1	4%	-0.7	16	i	5	7.0%	i	0.2	1.1	.	-1.1%	.
39	O=C(CCN1C(=O)c2ccc([N+](=O)[O-])cc2C1=O)Nc1cccc(O)c1	3%	1.2	51	i	4	1.8%[50 µM]	i	1.4	1.1	-10%	1.3%	3%
40	COc1ccc(NC2CS(=O)(=O)CC2NCc2ccco2)cc1 (centres undefined)	11%	0.7	54	i	58	2.0%	i	5.5	1	-15%	0.9%	8%
41	Cc1cccc(N2CCN(C(=S)Nc3ccc4nc(N5CCN(C)CC5)cc(C)c4c3)CC2C)c1 (centres undefined)	13%	4.4	50	i	41	1.0%	.	.	0.9	-6%	-1.8%	6%
42	Oc1c(Br)cc2oc3c(c2c1CNCc1ccccc1)CCCC3	-2%	2.5	67	i	50	0.1%	i	1.3	0.8	-13%	0.6%	3%
43	O=C(Nc1ccccc1)C1CC(=O)N(c2ccc3c4c(cccc24)CC3)C1 (centres undefined)	9%	0.1	52	i	14	2.9%	i	1.9	1	-4%	0.5%	6%
44	O=C(NCCc1ccco1)c1ccc(OCc2cn3ccccc3n2)cc1	6%	-1.8	58	i	8	0.2%	i	0.6	.	.	.	.
45	N#CCc1c(C#N)c(N)nc(N2CCCC(CO)C2)c1C#N (centres undefined)	6%	1.9	54	i	21	0.5%	i	0.3	1.1	2%	?	1%
46	CN=C(Nc1ccc(Cl)cc1)c1ccc(C(F)(F)F)cc1	2%	-1.0	91	i	29	0.2%	i	1.1	1.1	0%	0.2%	2%
47	CCC1CCCCN1CCCNC(=O)CS(=O)(=O)Cc1nc(-c2cccc(OC)c2)oc1C (centres undefined)	15%	0.4	57	i	3	0.5%	i	3.7	.	-2%	-0.1%	6%
48	CC(C)C(NC(=O)c1ccco1)C(=O)OCc1cc([N+](=O)[O-])cc2c1OCOC2 (centres undefined)	2%	-0.4	54	i	55	0.3%	i	0.7	1	-7%	0.0%	5%
49	Cc1ccc(-c2onc3ccc(C(=O)/C=C/N(C)C)cc23)cc1	7%	6.3	88	i	21	-0.2%	i	0.3	.	2%	5.7%	10%

# 4 compounds picked at random from those above, as already listed:
item	mol	MgcRacGAP inhibition	NTR1 agonist	NTR1 agonist cell count 20 µM	T cell modulator	T cell modulator vesicle-bound %	K1F lysis inhibition	Myeloid diff MLP	Myeloid diff MLP GFP+ MAC1+ %	TNAP activation fold	PhoP inhibition	RSV antiviral HEp-2	Large T inhibition
33	Cc1ccc(N2CC(C(=O)NCc3ccccn3)CC2=O)cc1 (centres undefined)	4%	1.9	47	i	42	0.3%	i	0.7	1.1	7%	0.3%	7%
45	N#CCc1c(C#N)c(N)nc(N2CCCC(CO)C2)c1C#N (centres undefined)	6%	1.9	54	i	21	0.5%	i	0.3	1.1	2%	?	1%
35	O=c1[nH]c2cccc(Cl)c2n(CCNc2ncc(C(F)(F)F)cc2Cl)c1=O	7%	6.0	64	i	14	-0.6%	i	0.1	1	-13%	12%	2%
38	Cc1nc2ccccc2n1CCOc1ccc([N+](=O)[O-])cc1	4%	-0.7	16	i	5	7.0%	i	0.2	1.1	.	-1.1%	.
